# mIAP inh = inhibitors of mouse IAP, primary screen, biochemical, luminescence, uHTS; intestinal alkaline phosphatase [Mus musculus]; inhibition, % at 10 µM; purified mouse IAP, CDP-Star luminescence, 30 min; AID 2806, 2010; 0.2% of 330,000 active;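 active = inhibition of at least 40% at 10 µM in the primary screen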;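 note: plate controls were DMSO with enzyme for no effect and no enzyme wells for full effect; values of inactives mirror those of a sister screen read the other way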
# NR3A LBD binder = binders of NR3A ligand-binding domain, primary screen, biophysical, differential scanning fluorimetry, uHTS; Glutamate receptor ionotropic, NMDA 3A (GRIN3A) ligand-binding domain; NR3A LBD differential scanning fluorimetry, Tm shift; 0% = protein alone, 100% = glycine-bound protein; Tm shift relative to glycine control, % at 25 µM; 2.5% of 340,000 active;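 active = melting temperature shift of at least 10% of the positive control shift, at one fixed dose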
# MPTP inh = mitochondrial permeability transition pore inhibitors, primary screen, biochemical, isolated mouse mitochondria, absorbance; inhibition, % at 10 µM; Ca2+ swelling absorbance, 30 min; 1.4% of 360,000 active;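 active = inhibition of 50% or more, scaled per plate between neutral and stimulator controls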;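 note: 0% = DMSO wells given calcium and 100% = 1 mM EGTA wells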
# hIAP act = human IAP activators, primary screen, biochemical, luminescence, uHTS | Intestinal-type alkaline phosphatase (Homo sapiens), P09923 | purified human IAP, CDP-Star luminescence, 30 min; hits give high values; 1 = vehicle-only enzyme, 0 = enzyme-free background | activation factor at 10 µM | 0.16% of 330,000 active;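 active = activation factor of the enzyme at least 2-fold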; note: the source names both 10 and 20 µM as test concentration; values of inactives mirror those of a sister screen read the other way
# Target sequence (P09923 whole entry, looked up): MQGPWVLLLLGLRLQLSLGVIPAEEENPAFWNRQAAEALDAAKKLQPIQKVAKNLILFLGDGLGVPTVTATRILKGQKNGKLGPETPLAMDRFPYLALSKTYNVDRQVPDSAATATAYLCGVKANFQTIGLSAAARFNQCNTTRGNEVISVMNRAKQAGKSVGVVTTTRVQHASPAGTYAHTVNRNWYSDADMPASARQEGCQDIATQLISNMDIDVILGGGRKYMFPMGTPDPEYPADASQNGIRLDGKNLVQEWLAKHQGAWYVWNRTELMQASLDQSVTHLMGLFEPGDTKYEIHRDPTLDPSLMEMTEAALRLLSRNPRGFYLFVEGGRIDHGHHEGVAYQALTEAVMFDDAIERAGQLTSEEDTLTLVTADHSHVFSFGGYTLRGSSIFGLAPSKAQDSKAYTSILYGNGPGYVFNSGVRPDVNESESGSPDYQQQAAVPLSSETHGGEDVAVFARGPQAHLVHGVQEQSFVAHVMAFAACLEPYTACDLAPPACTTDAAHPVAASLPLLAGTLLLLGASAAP
# MIN6 prolif = inducers of MIN6 beta-cell proliferation, primary screen, ATP luminescence, uHTS | MIN6 cells proliferation, ATPlite luminescence, 48 h; cells starved in 0.2% serum; 100% = growth in 10% serum | proliferation, % at 10 µM | 0.29% of 330,000 active | AID 2380, 2010;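 active = compounds whose signal lies at least 3.5 SD above the mean of all wells on their plate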;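 note: 0% = DMSO-treated cells in low-serum medium and 100% = 10% serum control; some compounds called inactive have numbers as strong as hits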
# A3G deaminase = APOBEC3G DNA deaminase inhibitors, primary screen, biochemical, fluorescence, single-stranded DNA substrate, uHTS | DNA dC->dU-editing enzyme APOBEC-3G (Homo sapiens), Q9HC16 | recombinant A3G, ssDNA deamination FAM/TAMRA fluorescence | inhibition, % at 20 µM | 0.28% of 330,000 active;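 active = inhibition of at least 40% at 20 µM, with no more than 30% in the related APOBEC3A deaminase screen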;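 note: plate controls were DMSO wells with A3G for no effect and wells lacking A3G enzyme for full effect; some compounds called inactive have numbers as strong as hits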
# Target sequence (Q9HC16 whole entry, looked up): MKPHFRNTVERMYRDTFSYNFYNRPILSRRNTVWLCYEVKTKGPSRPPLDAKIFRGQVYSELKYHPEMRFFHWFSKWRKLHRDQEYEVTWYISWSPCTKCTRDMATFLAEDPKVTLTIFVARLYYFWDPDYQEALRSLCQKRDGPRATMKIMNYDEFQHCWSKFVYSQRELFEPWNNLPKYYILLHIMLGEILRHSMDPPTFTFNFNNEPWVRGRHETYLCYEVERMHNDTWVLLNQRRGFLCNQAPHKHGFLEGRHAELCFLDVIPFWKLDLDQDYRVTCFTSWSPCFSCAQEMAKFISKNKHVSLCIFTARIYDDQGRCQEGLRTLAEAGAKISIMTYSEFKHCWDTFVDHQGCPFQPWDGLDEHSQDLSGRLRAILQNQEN
# hIAP inh = human IAP inhibitors, primary screen, biochemical, luminescence, uHTS | Intestinal-type alkaline phosphatase (Homo sapiens), P09923 | purified IAP, CDP-Star luminescence, 30 min | inhibition, % at 10 µM | 0.12% of 330,000 active;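 active = inhibition reaching a set limit with compound at 10 µM in the primary screen, cut at about 35% in these data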;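 note: plate controls were DMSO wells with enzyme for no effect and no-enzyme buffer wells for full effect; values of inactives mirror those of a sister screen read the other way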
# APOBEC3A inh = APOBEC3A ssDNA deaminase inhibitors, primary screen, selectivity assay for APOBEC3G inhibitor project, biochemical, FAM/TAMRA oligo cleavage fluorescence; inhibition, % at 20 µM; DNA dC->dU-editing enzyme APOBEC-3A (Homo sapiens), P31941; 0.41% of 330,000 active; recombinant A3A, FAM/TAMRA ssDNA deamination fluorescence;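 active = at least 40% inhibition at 20 µM here, with at most 30% in a related deaminase screen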;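 note: plate controls were A3A with DMSO for no effect and wells lacking A3A enzyme for full effect; some results filed as inactive read as strong as hits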
# mIAP act = activators of mouse IAP, primary screen, biochemical, luminescence, uHTS | intestinal alkaline phosphatase [Mus musculus] | muIAP, CDP-Star luminescence, 30 min; hits give high values; 1 = vehicle-only enzyme signal, 0 = enzyme-free wells | activation factor at 10 µM | 0.24% of 330,000 active;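 active = activation factor of at least 2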; note: the source names both 10 and 20 µM as test concentration; values of inactives mirror those of a sister screen read the other way
#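 Assay system: mouse IAP enzyme; reagent: chemiluminescent substrate CDP-Star; dosing: test compounds delivered from DMSO solution; schedule: 30 min at room temperature; measured by: luminescence from enzymatic CDP-Star hydrolysis; controls: DMSO-only wells and no-enzyme negative control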
# The depositor's hits bear a star; i = inactive; / = not tested or not shown. Outcome played no part in choosing rows, and some 5% of all compounds hit somewhere here.
compound,APOBEC3A inh,A3G deaminase,NR3A LBD binder,MPTP inh,hIAP inh,mIAP act,MIN6 prolif,mIAP inh,hIAP act
COc1ccc(NC(=O)CN(C)CC(=O)Nc2cccc(S(=O)(=O)N(C)c3ccccc3)c2)cc1,2,-2,-5,0.4,6,1,-2,-3,0.94
CCOc1ncccc1C(=O)Nc1nnc(C2CC2)s1,2,-4,1,-1.1,2,0.98,-2,2,0.98
CC(=O)N(C(C)=O)S(=O)(=O)c1ccc(N=NN2CCCCC2)cc1,2,-1,0,6.8,0,0.95,-2,5,1
CN1CCN(CCC(=O)Nc2ccccc2Cl)CC1,-1,-1,-1,0.4,13,0.91,0,9,0.87
Cc1ccc(C(=O)Nc2nnc(CC(=O)N/N=C/c3ccc(O)c(O)c3)s2)cc1,4,10,-10,3.4,16,0.42,-4,58*,0.84
COc1cc(CCC(=O)N2CCN(c3ccccc3)CC2)cc(OC)c1OC,-4,-13,0,0.4,6,0.94,6,6,0.94
Cn1c(CCCOc2ccc(Cl)cc2Cl)nnc1SCC(=O)Nc1nccs1,3,0,4,1.4,9,0.97,-5,3,0.91
COC(=O)c1cc2ccsc2n1Cc1ccccc1F,-4,-6,17*,1.4,-5,1.1,-2,-6,1
COc1ccc(C2CC(=O)Oc3c(C(C)C)ccc(C)c32)cc1 (stereo unspecified),3,2,13*,-1.5,/,1,/,0,/
Cc1occc1C(=O)Nc1sccc1C(N)=O,1,-3,1,1.7,9,0.9,2,10,0.91
Cc1cc2cccc(C)c2nc1SCC(=O)NNC(=O)c1ccco1,1,-7,0,-2.4,-74,1.1,1,-8,1.7
Nc1c(C(=O)NCc2cccs2)nnn1CC(=O)Nc1cccc(Cl)c1,-1,-6,-2,3.5,5,1,-2,-3,0.95
COc1ccc(C=O)cc1Cn1ccnc1,-1,-4,1,-0.7,4,0.95,0,5,0.96
COc1ccc(-c2nc3ccccc3c(=O)o2)cc1OC,9,-1,1,0.7,1,0.97,-2,3,0.99
CCC[N+]1(CC#CC2(O)CCCCC2)CCOCC1,74*,16,0,-0.1,8,0.98,0,2,0.92
Cc1ccc(C(CCN(Cc2ccccc2)C(=O)c2ccco2)c2ccco2)cc1 (stereo unspecified),-1,-6,-4,0.8,11,0.91,-5,9,0.89
CSc1ccccc1NC(=S)Nc1ccccc1C(F)(F)F,1,-6,0,2.6,-4,1,2,0,1
CC(C)Oc1ccc(C(=O)N/N=C/c2ccc(-c3ccc(S(=O)(=O)Nc4ncccn4)cc3)o2)cc1,11,6,-9,-1.9,-12,0.91,-2,9,1.1
COc1ccc(/C=N/NC(=O)c2ccc(COc3cccc4cccnc34)cc2)cc1O,-1,-3,4,-1.3,-6,0.97,0,3,1.1
N#Cc1ccc(OCC(=O)NCC2(N3CCCCC3)CCCCC2)cc1,-1,4,1,0.4,-18,1.1,1,-10,1.2
COC(=O)C1C2C=CC3(CN(C(C)C)C(=O)C13)O2 (stereo unspecified),-5,-3,0,-2.5,13,0.95,-1,4,0.87
COc1cccc(NC2=CC(=O)CC(C)(C)C2)c1,0,-4,0,0.3,-3,0.91,-3,10,1
Cc1c(C)n(C(=O)CN2CCC(C)CC2)c2ccccc12,0,10,1,0.0,2,1,-1,-3,0.98
COc1cc(C(=O)Nc2ccc(C(=O)c3cccs3)cc2)cc(OC)c1OC,-3,-8,-6,2.1,4,0.96,0,4,0.96
CCCOC(=O)C1[C@H]2C(=O)N(Cc3ccco3)C[C@]23C=C[C@H]1O3 (stereo partly specified),4,3,-1,0.4,-2,0.92,-4,8,1
Cc1ccc(NC(=O)CSCC(=O)Nc2sccc2C#N)cc1,-1,1,-3,-0.7,3,0.93,3,7,0.97
Cc1nnsc1C(=O)NNc1ccc(C(C)(C)C)cc1,-1,53*,1,7.3,7,0.93,-3,7,0.93
Cc1cc(C)c(C#N)c(SCC(=O)C(C)(C)C)n1,-3,-4,-9,0.0,-4,1.1,1,-9,1
O=Cc1c(N2CCN(CCO)CC2)nc2ccccn2c1=O,-7,-11,-2,0.8,10,1.1,-3,-7,0.9
Cc1cc(OCCn2ccnc2)cc(C)c1Cl,-3,-8,-3,0.1,-6,1,1,0,1.1
COc1cc(OC)cc(-c2c(-c3cccs3)c3cc(-c4ccc5c(c4)OCCO5)ccc3n2C)c1,1,-1,-1,1.0,-8,0.87,2,13,1.1
Cc1ccc(C(=O)NN2C(=O)c3ccc(S(=O)(=O)c4ccc(C(=O)O)cc4)cc3C2=O)cc1,-2,-5,-7,-1.0,-17,0.86,3,14,1.2
COc1cccc(NC(=O)CN2CCC(C)CC2)c1,4,6,1,-2.1,8,1.1,-2,-9,0.92
COc1ccc(NC(=O)COC(=O)/C=C/c2cccs2)c(OC)c1,-3,-5,-2,-1.2,6,0.94,7,6,0.94
COCCSc1ccccc1C(=O)N1CCN(c2ccccc2OC)CC1,4,8,0,-3.5,3,0.94,-2,6,0.97
COc1ccccc1/C=C1\SC(=S)N(CCC(=O)NNC(=O)c2ccccc2O)C1=O,0,-2,11*,2.7,-85,0.69,-7,31,1.9
O=C(Nc1cccc(S(=O)(=O)NC2=NCCC2)c1)c1cn(-c2ccccc2)nc1-c1ccc(F)cc1,-2,-6,12*,-0.3,-24,1.5,-6,-55,1.2
CN(C)c1ccc(C(=O)Nc2nnc(-c3ccc(Cl)cc3)o2)cc1,-2,3,-2,-2.2,-47,0.99,-6,1,1.5
Cc1cccc(-c2nnc(SCC#N)n2Cc2ccccc2)c1,-3,-4,-3,-0.6,16,0.95,-1,5,0.84
Cc1c(Br)c([N+](=O)[O-])nn1CC(=O)NCc1cccs1,-3,-4,3,1.7,18,0.9,-3,10,0.82
Cc1cc(CCN2CCC(=O)NC2=O)ccc1OC(C)C,1,0,0,0.6,-5,0.97,-1,3,1.1
Cc1ccc(C(=O)NCCNS(C)(=O)=O)cc1,2,1,0,-0.2,6,1,1,-3,0.94
CC(C)(C)C(=O)Nc1ccc(-c2cnco2)cc1,-1,-2,2,0.0,-8,0.92,2,8,1.1
COc1cc(NC(=O)C2CCCN2S(=O)(=O)c2cccc3cccnc23)cc(OC)c1OC (stereo unspecified),1,-3,-1,-0.2,-4,1,-1,-2,1
COc1cc(OC)cc(C(=O)Nc2ccc(-c3nc4ccccc4o3)c(O)c2)c1,0,-5,35*,6.4,-20,1.1,-1,-7,1.2
O=C(NCc1ccccc1)OCCN1CCN(Cc2ccccc2)CCC1=O,-2,-12,-1,-0.1,3,1,0,-2,0.97
Cc1cc(=S)nc(-c2ccccn2)[nH]1,-6,-3,1,0.7,21,0.92,-4,8,0.79
Fc1ccc(CSc2nc3ccccc3[nH]2)c2ccccc12,-1,-4,2,7.9,-31,1.1,-2,-7,1.3
C#CCOCCOCCOCCNc1nc(N2CCN(C(=O)CCCCCCCCCCNC(=O)[C@H]([C@@H](C)CC)n3cc(CCCCN=C(N)N)nn3)CC2)nc(N2CCN(C(=O)CCCCCCCCCCNC(=O)[C@H](CO)n3cc(CCCCCN)nn3)CC2)n1,-9,-11,17*,20,-38,6.4*,-9,i,1.4
CCOc1ncccc1C(=O)OCC(=O)c1cc(OC)ccc1OC,1,-3,0,0.5,-5,0.93,6,7,1.1
O=C(Cn1cnc2ccccc2c1=O)c1c[nH]c2ccccc12,1,-1,1,-2.3,8,0.91,0,9,0.92
O=C(COC(=O)CNS(=O)(=O)c1ccc(F)c(F)c1F)NC1CCCC1,4,-3,-1,-1.3,-8,0.97,1,3,1.1
O=C(COC(=O)c1ccc(F)cc1)NC1CC1,-1,-5,-1,0.4,-2,1.1,-5,-7,1
Fc1ccc(CSc2nnc(-c3cccnc3)o2)cc1,-6,-19,-21,-0.5,-14,1.1,-3,-5,1.1
Cc1ccc(Cn2c(=O)n(CCC(=O)NCc3ccc4c(c3)OCO4)c(=O)c3ccccc32)cc1,0,-3,-2,1.6,2,0.99,1,0,0.98
Cc1nnc(SCc2ccccc2)nc1-c1ccccc1,-2,-4,5,-1.6,7,0.97,10,3,0.93
C=CCNCC(=O)Nc1sc2c(c1C(=O)Nc1ccc(OC)cc1OC)CCC2,-2,-4,-1,3.7,-19,0.91,1,9,1.2
C1CCC(n2nnnc2CN2CCCC2)CC1,0,-8,1,-0.6,-6,1,1,-2,1.1
COc1ccc2oc(C(=O)OCC(=O)NC3CC3)c(C)c2c1,0,-8,2,-0.4,-20,0.98,3,2,1.2
COc1ccccc1CN1CCN(Cc2nc(Cc3ccccc3)no2)CC1,-6,-6,-3,-0.3,17,0.97,5,3,0.83

# Molecules listed so far that contain an aryl thioether with sulfur outside any ring (nine):
compound,APOBEC3A inh,A3G deaminase,NR3A LBD binder,MPTP inh,hIAP inh,mIAP act,MIN6 prolif,mIAP inh,hIAP act
Cn1c(CCCOc2ccc(Cl)cc2Cl)nnc1SCC(=O)Nc1nccs1,3,0,4,1.4,9,0.97,-5,3,0.91
Cc1cc2cccc(C)c2nc1SCC(=O)NNC(=O)c1ccco1,1,-7,0,-2.4,-74,1.1,1,-8,1.7
CSc1ccccc1NC(=S)Nc1ccccc1C(F)(F)F,1,-6,0,2.6,-4,1,2,0,1
Cc1cc(C)c(C#N)c(SCC(=O)C(C)(C)C)n1,-3,-4,-9,0.0,-4,1.1,1,-9,1
COCCSc1ccccc1C(=O)N1CCN(c2ccccc2OC)CC1,4,8,0,-3.5,3,0.94,-2,6,0.97
Cc1cccc(-c2nnc(SCC#N)n2Cc2ccccc2)c1,-3,-4,-3,-0.6,16,0.95,-1,5,0.84
Fc1ccc(CSc2nc3ccccc3[nH]2)c2ccccc12,-1,-4,2,7.9,-31,1.1,-2,-7,1.3
Fc1ccc(CSc2nnc(-c3cccnc3)o2)cc1,-6,-19,-21,-0.5,-14,1.1,-3,-5,1.1
Cc1nnc(SCc2ccccc2)nc1-c1ccccc1,-2,-4,5,-1.6,7,0.97,10,3,0.93
